Screens (PubChem)
EPAC1 antag: qHTS for Antagonist of cAMP-regulated guanine nucleotide exchange factor 3 (EPAC1): primary screen; actives 0.14% (n = 360,000); Rap guanine nucleotide exchange factor 3 (Homo sapiens), O95398; EPAC1 GEF assay, Rap1b-BODIPY-GDP exchange fluorescence; Potency, µM (highest dose often 115 µM), inactives show at the top dose activity change, negative = inhibition, most hits filed as inhibitors;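 note: potency is the fitted concentration of half-maximal effect; plate controls were vehicle for no effect and positive control for full effect; nearly all actives have a fitted effect of over 50% in size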
PI5P4K alpha inh: qHTS for Inhibitors of phosphatidylinositol 5-phosphate 4-kinase (PI5P4K); PI5P4Kalpha enzyme, ADP-Glo luminescence, 60 min; active compounds read low; max response, %; actives 1.2% (n = 330,000); active = max response of -50% or lower; inconclusive = between -30% and -50%; inactive = -30% or higher; note: value at the top dose of about 77 µM; % is set by controls: 0 for no effect and ±100 for the full control effect
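ADP-Glo luminescence end-point after a 60 min room-temperature kinase reaction. PI5P4Kalpha and substrate in HEPES pH 7.4 buffer with EGTA, 0.1% CHAPS and 5% DMSO; ATP at 5 microM final.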
IL-2 act: qHTS of IL-2 Activators. IL-2 activation reporter assay, cell-based qHTS; stimulated with anti-CD3/CD4/CD28 beads; in transgenic mouse T cells. activation, % (series mostly up to about 46 µM). actives 0.065% (n = 360,000). AID 652025, 2013; in the data active = activation above about 50%; inconclusive = mostly about 30% to 49%; note: 0% is about no effect
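Quantitative HTS in unstimulated transgenic mouse T cells, with memory T cells as non-tolerant control and PMA/ionomycin as tolerance-bypass control. Compound pretreatment lasted 60 minutes before 18 h bead stimulation; EGFP/DsRed fluorescence read.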
FUS yeast rescue: qHTS for Suppressors of FUS Proteinopathy: Primary screen using FUS-linked yeast assay | S. cerevisiae FUS-expressing, growth rescue, OD600, 24 h | actives 0.24% (n = 390,000) | Potency, µM (doses to about 76.6 µM), for inactives: at the top dose growth rescue (activation), most hits filed as activators;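 note: potency is the fitted concentration of half-maximal effect; plate controls were DMSO vehicle for no effect and reference control for full effect; nearly all actives have a fitted effect of over 55% in size; some results filed as inactive show a strong effect at the top dose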
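Yeast FUS proteinopathy model; galactose-induced FUS (2%), starting OD 0.005. Cpds in dilution series, 24hr, 30C, 99% humidity. Abs 600 nm growth. Pos ctrl CP55940 (top 92uM final); neg ctrl DMSO.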
WRN helicase inh: qHTS for Inhibitors of WRN Helicase; actives 0.46% (n = 360,000); WRN helicase unwinding, fluorescent forked duplex, kinetic; Potency, µM (series often up to 114 µM), without a hit: at the top dose activity change, negative = inhibition, hits mostly inhibitors; note: potency is the fitted concentration of half-maximal effect; % is set by controls: 0 for no effect and ±100 for the full control effect; nearly all actives have a fitted effect of over 55% in size
Target sequence (Q14191 whole entry, looked up): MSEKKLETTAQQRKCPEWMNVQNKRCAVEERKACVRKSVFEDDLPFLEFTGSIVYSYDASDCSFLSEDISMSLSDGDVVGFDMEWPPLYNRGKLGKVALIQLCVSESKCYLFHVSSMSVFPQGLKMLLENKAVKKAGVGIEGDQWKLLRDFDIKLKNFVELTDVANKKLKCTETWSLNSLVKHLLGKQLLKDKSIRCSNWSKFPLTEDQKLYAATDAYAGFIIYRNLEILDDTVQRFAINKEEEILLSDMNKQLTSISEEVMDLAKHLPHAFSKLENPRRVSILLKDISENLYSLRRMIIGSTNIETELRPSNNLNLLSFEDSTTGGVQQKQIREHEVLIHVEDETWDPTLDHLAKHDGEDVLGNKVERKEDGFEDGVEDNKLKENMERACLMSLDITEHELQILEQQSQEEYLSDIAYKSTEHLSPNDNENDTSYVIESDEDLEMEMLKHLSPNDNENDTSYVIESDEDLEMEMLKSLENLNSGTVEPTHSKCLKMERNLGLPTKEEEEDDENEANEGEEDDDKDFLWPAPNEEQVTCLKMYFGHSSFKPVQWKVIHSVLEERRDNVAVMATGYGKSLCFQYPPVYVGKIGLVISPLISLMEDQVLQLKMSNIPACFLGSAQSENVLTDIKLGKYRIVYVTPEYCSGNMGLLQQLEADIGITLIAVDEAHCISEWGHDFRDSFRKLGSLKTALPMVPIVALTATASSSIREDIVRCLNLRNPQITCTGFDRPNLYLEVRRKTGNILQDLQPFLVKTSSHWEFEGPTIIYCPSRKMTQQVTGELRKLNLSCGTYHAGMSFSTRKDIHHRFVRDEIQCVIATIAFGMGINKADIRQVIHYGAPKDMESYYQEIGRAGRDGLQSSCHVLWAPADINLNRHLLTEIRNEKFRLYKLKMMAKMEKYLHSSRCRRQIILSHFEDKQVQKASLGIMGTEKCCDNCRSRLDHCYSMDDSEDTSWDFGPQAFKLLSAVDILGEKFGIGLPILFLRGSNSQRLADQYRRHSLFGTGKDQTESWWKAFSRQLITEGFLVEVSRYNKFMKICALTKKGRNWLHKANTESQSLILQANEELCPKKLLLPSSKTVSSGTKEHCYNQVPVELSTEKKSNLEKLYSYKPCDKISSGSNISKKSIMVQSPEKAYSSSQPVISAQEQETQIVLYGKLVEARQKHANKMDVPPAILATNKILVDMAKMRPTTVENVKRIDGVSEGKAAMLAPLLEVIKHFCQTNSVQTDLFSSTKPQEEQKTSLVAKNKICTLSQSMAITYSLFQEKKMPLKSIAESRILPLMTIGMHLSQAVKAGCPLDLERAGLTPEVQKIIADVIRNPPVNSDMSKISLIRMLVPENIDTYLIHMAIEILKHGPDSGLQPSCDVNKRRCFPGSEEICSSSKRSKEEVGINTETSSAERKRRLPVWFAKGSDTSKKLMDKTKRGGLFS
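Primary qHTS, 1536-well format. 20 nM WRN + compound, 15 min RT; start with 100 nM forked fluorophore/quencher duplex, 2 mM ATP (final); kinetic read ex 525/em 598 nm.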
Abeta rescue: qHTS for compounds that reverse cellular toxicity of Amyloid beta (A-beta) peptide in yeast: Primary Screen. yeast expressing A-beta42, growth rescue, OD600, 48 h; response scale: 0% DMSO, 100% iron-clioquinol control. Potency, µM (series often up to 46.1 µM), for inactives: at the top dose growth rescue, hits mostly activators. actives 0.063% (n = 410,000). AID 1347071, 2019; note: potency is the fitted concentration of half-maximal effect; nearly all actives have a fitted effect of over 55% in size
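Yeast A-beta toxicity model in growth medium with pinned compounds, 48 h at 30 C; growth read as absorbance at 600 nm. Normalized to FeCl3/clioquinol equimolar mix (positive) and DMSO (negative).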
aSyn rescue: qHTS of alpha-syn Inhibitors; Yeast expressing alpha-synuclein, growth rescue, BacTiter-Glo, 24 h; Potency, µM (series often up to 46.1 µM), for the others: at the top dose growth rescue (activation), hits mostly activators; actives 0.14% (n = 370,000); note: potency is the fitted concentration of half-maximal effect; % of control where 0% means no effect; nearly all actives have a fitted effect of over 65% in size
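Galactose-induced alpha-syn yeast (OD600=0.02, raffinose-pregrown) + pinned cpd, 24 hr, 30 deg C; growth by BacTiter-Glo luminescence. Growth restoration scores as activation.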
EPAC1 ag: qHTS for Agonist of cAMP-regulated guanine nucleotide exchange factor 3 (EPAC1): primary screen. Rap guanine nucleotide exchange factor 3 (Homo sapiens), O95398. EPAC1 agonist qHTS, biochemical assay; response scale: 100% = response to 6.5 mM cAMP. Potency, µM (doses to about 154 µM), for the others: top-dose activation, hits mostly activators. actives 0.073% (n = 360,000). AID 720707, 2013; note: potency is the fitted concentration of half-maximal effect; nearly all actives have a fitted effect of over 60% in size
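Read-out is the fluorescence drop as BODIPY-GDP leaves Rap1B (480 nm excitation, 540 nm emission), recorded every 5 minutes over 30 minutes. Reactions held 100 nM EPAC1, 250 nM Rap1B–BODIPY-GDP and 50 uM GDP, with 6.5 mM cAMP setting full activation.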
PLK1 PBD block: qHTS for Inhibitors of PLK1-PDB (polo-like kinase 1 - polo-box domain): Primary Screen. Potency, µM, inactives show max response, negative = inhibition, hits mostly inhibitors. Plk1 PBD binding of FITC phosphopeptide, fluorescence polarization. actives 2.8% (n = 360,000). Serine/threonine-protein kinase PLK1 (Homo sapiens), P53350; note: potency is the fitted concentration of half-maximal effect; series mostly up to about 57 µM; % is set by controls: 0 for no effect and ±100 for the full control effect; nearly all actives have a fitted effect of over 65% in size
* marks the source's active call; other numbers are inactive results; ? = inconclusive; . = not tested or not shown; & = joins results of further samples; [ ] = dose if it differs, or a comment. Unless noted, calls come from the whole dose curve; as a rule, active = well fitted curve in the direction sought with a large enough effect; inconclusive = small, poorly fitted or top-dose-only effect, or another doubt; inactive = no such curve, though single readings can be large; an effect the other way counts as inactive or inconclusive.

SMILES,EPAC1 antag,PI5P4K alpha inh,IL-2 act,FUS yeast rescue,WRN helicase inh,Abeta rescue,aSyn rescue,EPAC1 ag,PLK1 PBD block
COc1cccc(-c2nc(CS(=O)CC(=O)NCCc3ccccc3)c(C)o2)c1 (configuration not stated),-12%,2,-0.2,9%,-4%,.,10%,1%,?
CCN(CC)C(=O)CSc1nc2nc(C)cc(C)c2c(=O)[nH]1,3%,.,-2.3,-4%,-12%,-7%,6%,10%,-11%
CCC1=NC(c2ccc(OC)cc2OC)N(O)C1(C)C (configuration not stated),15%,.,-3.1,15%,0%,-32%[inhibitor],-6%,5%,-7%
COc1ccc2c(c1OC)C(=O)N1N=C(c3ccc(Br)cc3)CC21 (configuration not stated),-12%,-5,2.3,13%,10%,-19%,0%,-6%,5%
OC(CNC1Cc2ccccc2C1)COc1ccc(F)cc1 (configuration not stated),-16%,3,-0.2,0%,-3%,10%,-3%,2%,-11%
CCN1CCN(c2nc3ccccc3nc2NS(=O)(=O)c2ccc(NC(C)=O)cc2)CC1,5%,7,0.2,-17%,-4%,-1%,2%,7%,-9%
O=C(O)CNC(=O)c1ccccc1NC(=O)c1ccco1,11%,-1,-1.0,9%,-6%,-6%,-9%,-2%,2%
CSCC(=O)N1CCCC(N2CCN(c3ccc(F)cc3)CC2)C1 (configuration not stated),-21%,-6,-3.3,4%,15%,0%,-1%,0%,-22%
Cc1[nH]n(C(N)=S)c(=O)c1N=Nc1cccc(C(F)(F)F)c1,-2%,-3,-4.2,2%,-15%,13%,-13%,-6%,?
COCCn1c(SCC(=O)c2c(-c3ccccc3)n(C)c3ccccc23)nnc1-c1ccncc1,-3%,-10,3.0,18%,-1%,1%,7%,-5%,0%

Some values from the entries so far:
`O=C(O)CNC(=O)c1ccccc1NC(=O)c1ccco1` in PI5P4K alpha inh reads -1
`CCN1CCN(c2nc3ccccc3nc2NS(=O)(=O)c2ccc(NC(C)=O)cc2)CC1` in PI5P4K alpha inh reads 7
`CSCC(=O)N1CCCC(N2CCN(c3ccc(F)cc3)CC2)C1` (configuration not stated) in WRN helicase inh reads 15%
`CCC1=NC(c2ccc(OC)cc2OC)N(O)C1(C)C` (configuration not stated) in IL-2 act reads -3.1
`CCN(CC)C(=O)CSc1nc2nc(C)cc(C)c2c(=O)[nH]1` in WRN helicase inh reads -12%
`COc1ccc2c(c1OC)C(=O)N1N=C(c3ccc(Br)cc3)CC21` (configuration not stated) in EPAC1 antag reads -12%
`COc1cccc(-c2nc(CS(=O)CC(=O)NCCc3ccccc3)c(C)o2)c1` (configuration not stated) in EPAC1 ag reads 1%

Additional records:
SMILES,EPAC1 antag,PI5P4K alpha inh,IL-2 act,FUS yeast rescue,WRN helicase inh,Abeta rescue,aSyn rescue,EPAC1 ag,PLK1 PBD block
C=CCn1c(C)nnc1SCC(=O)Nc1oc(C)c2c(C)n[nH]c(=O)c12,-6%,0,-0.5,-4%,-14%,-4%,0%,-57%[inhibitor],-10%
O=C(Nc1ccc(Nc2ccccc2)cc1)Nc1ccccc1Cl,3%,1,-4.5,23%,-3%[57.1 µM],10%,-11%,-4%,-7%
Cc1cccc(OC(=O)C2C(c3ccccc3)C(C(=O)O)C2c2ccccc2)c1 (configuration not stated),-2%,-2,-1.5,8%,-2%,16%,2%,9%,-13%
CCc1nc2c(OCc3ccc(C(F)(F)F)cc3)cccn2c1N(C)C(=O)C1CC1,0%,-5,-0.2,9%,9%,0%,6%,-9%,1%
CCCS(=O)(=O)N1CCC(C(=O)NCCN2CCC(Cc3ccccc3)CC2)CC1,11%,0,1.2,-10%,11%,11%,-7%,-5%,-2%
CC1=CC2=NC(=O)/C(=C\c3cccn3CCOc3ccc(C)c(C)c3)C(=N)N2O1,?,7,0.8,9%,-15%,-14%,2%,1%,2%
CCOc1cc(C(=O)Nc2ncn[nH]2)cc(OCC)c1OCC,3%,-5,0.7,-8%,-5%,1%,0%,11%,-9%
CCSc1cc(N2CCCC2)nc(-c2cccc(C)c2)n1,-19%,2,-1.5,31%,3%,-2%,0%,6%,-8%
O=C1C2C3CCCC3=C3CCCC3C2C(=O)N1c1ccc(F)cc1 (configuration not stated),-8%,6,-0.3,7%,-9%,11%,0%&-16%,4%,-12%
COc1ccc(C(O)(CCC(C)C)C(CN2CCOCC2)c2ccccc2)cc1 (configuration not stated),-19%,4,-5.4,6%,-2%,-3%,-5%,5%,-2%
CC(=O)N1CCN(CC(O)Cn2c3ccccc3c3ccccc32)CC1 (configuration not stated),-1%,-3,0.0,-13%,5%,1%,8%,-2%,-13%
Cc1nc(NC(=O)c2ccco2)sc1-c1csc(Nc2ccc(Cl)cc2)n1,-2%,-14,-0.6,22µM*,1%,-5%,-6%,1%,-12%
COc1ccc(-n2cc(CNC(C)c3ccncn3)c(-c3cccc(F)c3)n2)cc1 (configuration not stated),-14%,11,-3.3,28%,-12%,7%,-1%,3%,-9%
Cc1ccccc1NC(=O)c1ccc(F)c(S(=O)(=O)N2CCCCC2)c1,5%,-2,-0.2,4%,-2%,17%,1%,2%,3%
Cc1cc(C)cc(NC(=O)Cn2nnc(C(=O)NCc3ccc(F)cc3)c2N)c1,-30%,-56*,-0.8,5%,-13%,12%,-4%,7%,3µM*
Cc1ccc(Cn2nnnc2CN2CCC(O)(c3ccc(F)cc3)CC2)cc1,-13%,.,-2.2,15%,-10%,10%,5%,4%,1%
O=C1c2ccccc2CN1CCNS(=O)(=O)c1ccc(Cl)cc1,10%,-3,-0.1,13%,-2%,-10%,0%,4%,-13%
Cc1c(C#N)c2ncn(Cc3ccccc3)c(=O)c2n1-c1ccccc1,-5%,5,0.5,2%,-13%,6%,0%,3%,-3%
COc1ccccc1OCC(O)Cn1c(Br)nc2c1c(=O)[nH]c(=O)n2C (configuration not stated),-3%,4,-2.3,-3%,1%,12%,3%,-7%,-1%
O=C1NC(c2ccc(Cl)cc2Cl)Oc2ccccc21 (configuration not stated),-3%,-3,-2.8,-10%,7%,?,-12%,-5%,-19%
COc1ccc(CNc2ccc(S(N)(=O)=O)cc2)cc1,-11%,1,0.6,1%,1%,24%,5%,5%,-2%
CCCCNC(=O)C1(C)CCCCN1C(=O)c1cc(C)n(C(C)(C)C)n1 (configuration not stated),4%,0,2.7,-13%,-10%,18%,2%,4%,-2%
COc1ccccc1-c1cccc(-c2nc(C(=O)N3CCCCC3)cc3c2[C@H](CCO)N(S(=O)C(C)(C)C)C3)c1 (some centres not stated),4%,0,-0.4,36%,-3%,5%,1%,-9%,1%
CN(C)CCCN(C(=O)c1cc(-c2cccs2)nc2ccccc12)c1nc2c(F)cccc2s1,-21%,3,-3.3,21%,-15%,17%,-3%,-10%,1%
Cc1cccc(NC(=O)c2cc3c(=O)n4ccccc4nc3n(CC(C)C)c2=N)c1,-10%,-1,-1.4,-25%,-1%,13%,-3%,2%,-5%
Cc1cc(Cl)ccc1OCC(=O)NC1CCCC1,10%,.,1.9,17%,-12%,-24%,3%,-1%,-2%
COc1ccc(Cn2ccnc2SCC(=O)Nc2ccccc2OC)cc1,8%,10,-6.3,12%,-28%,26%,-5%,-1%,-13%
O=C(O)CCCN=Cc1c(O)c2ccccc2oc1=O,8%,-6,-0.4,5%,-8%,-7%,1%,8%,-9%
O=C(NC1CCCC1)C(c1ccccn1)N(C(=O)c1csnn1)C1CCCCC1 (configuration not stated),-6%,-19,-0.7,7%,9%,4%,1%,-2%,27µM*
CC1C/C(=N/Nc2nc3ccccc3[nH]2)CC(C)(C)C1 (configuration not stated),-12%,-1,0.1,15%,-4%,6%,1%,3%,-18%

Looked up by structure from the list above, 3 records:
SMILES,EPAC1 antag,PI5P4K alpha inh,IL-2 act,FUS yeast rescue,WRN helicase inh,Abeta rescue,aSyn rescue,EPAC1 ag,PLK1 PBD block
O=C(NC1CCCC1)C(c1ccccn1)N(C(=O)c1csnn1)C1CCCCC1 (configuration not stated),-6%,-19,-0.7,7%,9%,4%,1%,-2%,27µM*
COc1ccc(Cn2ccnc2SCC(=O)Nc2ccccc2OC)cc1,8%,10,-6.3,12%,-28%,26%,-5%,-1%,-13%
Cc1cc(Cl)ccc1OCC(=O)NC1CCCC1,10%,.,1.9,17%,-12%,-24%,3%,-1%,-2%

Following part.
SMILES,EPAC1 antag,PI5P4K alpha inh,IL-2 act,FUS yeast rescue,WRN helicase inh,Abeta rescue,aSyn rescue,EPAC1 ag,PLK1 PBD block
CS(=O)(=O)N(CC(=O)N1CCCCC1)c1ccc2c(c1)OCO2,-4%,.,5.0,14%,-4%,15%,-7%,6%,-2%
O=C(/C=C/c1cccs1)c1cc(Cl)ccc1O,4%,14,0.6,-44%,-7%,-14%,-11%,2%,-3%
Cc1ccccc1-c1nnc(-c2ccccc2)o1,-9%,6,-0.6,-6%,0%,-18%,-2%,0%,-7%
O=C(Nn1c(=O)[nH]c2ccsc2c1=O)c1ccccc1,-12%,-1,-2.7,17%,-3%,-12%,-1%,0%,-5%
